# N370S GC mod = N370S glucocerebrosidase modulation, Gaucher chaperone candidate; AID 2101; N370S GC spleen homogenate, 4MU-glucoside fluorescence; actives 0.092% (n = 330,000); P04062; Potency, µM (top dose mostly 59.4 µM), without a hit: at the top dose activity change, negative = inhibition, most hits filed as inhibitors;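 note: 0% = full enzyme activity and -100% = no enzyme basal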
# DT40 TDP1 CPT = growth inhibition of DT40 Tdp1-/-;hTDP1 cells with camptothecin (screen for TDP1 inhibitors). chicken DT40 Tdp1-/-;hTDP1 cells + 20 nM CPT, ATP luminescence, 48 h. Potency, µM (titrated, usually from 46.2 µM), for the others: top-dose activity change, negative = growth inhibition, actives largely listed as inhibitors. actives 12% (n = 420,000). AID 686979; note: nearly all actives have a fitted effect of over 55% in size
#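 Cell growth measured by CellTiter-Glo luminescence after a minimum 48 h, 37 C compound exposure with 20 nM CPT in Tdp1-knockout DT40 cells stably expressing hTDP1, seeded 400/well; qHTS titration format.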
# FEN1 inh = human FEN1 inhibition; P39748; Recombinant FEN1 flap cleavage, fluorescence, 15 min; Potency, µM (titrated, usually from 114 µM), for the others: top-dose activity change, negative = inhibition, hits mostly inhibitors; actives 0.35% (n = 390,000); note: nearly all actives have a fitted effect of over 65% in size
# Target sequence (P39748 whole entry, looked up): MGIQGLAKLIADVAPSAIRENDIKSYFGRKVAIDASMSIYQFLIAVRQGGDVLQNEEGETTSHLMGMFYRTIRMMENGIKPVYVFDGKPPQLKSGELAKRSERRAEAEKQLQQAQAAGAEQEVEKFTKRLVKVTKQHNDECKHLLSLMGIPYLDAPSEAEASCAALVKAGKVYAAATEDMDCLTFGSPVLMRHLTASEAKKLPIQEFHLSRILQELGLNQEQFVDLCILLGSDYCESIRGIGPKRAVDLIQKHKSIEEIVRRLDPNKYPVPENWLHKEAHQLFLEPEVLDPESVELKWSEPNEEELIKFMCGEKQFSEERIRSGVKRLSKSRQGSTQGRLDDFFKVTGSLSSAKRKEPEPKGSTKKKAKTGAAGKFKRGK
#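 With each library titrated from low to high concentration, compounds met 10 nM FEN1 for 15 min at room temperature before 50 nM substrate was added; readings at 0 and 15 min fed four-parameter Hill curve fits.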
# Numbers without * were called inactive; ? = inconclusive; / = not tested or not shown; & = joins results of further samples. Calls come from the whole dose curve; as a rule, active = well fitted curve in the direction sought with a large enough effect; inconclusive = small, poorly fitted or top-dose-only effect, or another doubt; inactive = no such curve, though single readings can be large; an effect the other way counts as inactive or inconclusive. Unless noted, % is set by controls: 0 for no effect and ±100 for the full control effect; potency is the fitted concentration of half-maximal effect. This is a subset; rates above refer to the full screens.
# Start of the listing, in advance (12 entries):
SMILES,N370S GC mod,DT40 TDP1 CPT,FEN1 inh
O=c1c2cc(N3CCOCC3)ccc2[nH]c(=S)n1CCc1ccccc1,-9.4%,?,0.9%
CC1CC(=O)Nc2ccccc2N1C(=O)CSc1nnnn1C(C)C (stereo unspecified),/,-21.2%,-0.5%
CS(=O)(=O)N1CCN(C(=O)COc2ccc3ccccc3c2)CC1,-5.4%,-1.4%,-11.0%
COc1ccccc1C(=O)Nc1nsc(-c2ccccc2)n1,6.6%,-22.9%,-4.0%
O=C(Cn1cc(S(=O)(=O)Cc2ccc([N+](=O)[O-])cc2)c2ccccc21)N1CCOCC1,-5.1%,-0.6%,-7.8%
NC(=O)CC(NC(=O)c1ccc(Br)cc1)c1ccc(N2CCCCCC2)c([N+](=O)[O-])c1 (stereo unspecified),-6.7%,16.4µM*,-25.8%
CSc1ccccc1NC(=S)NCc1ccc(Cl)cc1,1.7%,-2.3%,-7.9%
O=C1CN(C(=O)c2ccc(S(=O)(=O)N3CCCC3)cc2)C(c2ccccc2)c2cc(F)ccc2N1 (stereo unspecified),/,?,14.4%
COc1ccc(NC(=O)NCc2ccco2)c(OC)c1,3.7%,?,12.3%
COc1ccc(-c2cnn3c(N)c(S(=O)(=O)C(C)(C)C)cnc23)cc1,?,-14.9%,-6.7%
COC(=O)C(NC(=O)C(NC(=O)c1ccccc1)C(C)C)C(C)C (stereo unspecified),7.5%,-9.4%,-6.0%
COC(=O)C1=C(C(=O)c2ccccc2)C(c2ccc(OC)c(OC)c2)Nc2nnnn21 (stereo unspecified),-6.8%,8.0%,-5.0%

# All compounds of this part (from the top)
SMILES,N370S GC mod,DT40 TDP1 CPT,FEN1 inh
O=c1c2cc(N3CCOCC3)ccc2[nH]c(=S)n1CCc1ccccc1,-9.4%,?,0.9%
CC1CC(=O)Nc2ccccc2N1C(=O)CSc1nnnn1C(C)C (stereo unspecified),/,-21.2%,-0.5%
CS(=O)(=O)N1CCN(C(=O)COc2ccc3ccccc3c2)CC1,-5.4%,-1.4%,-11.0%
COc1ccccc1C(=O)Nc1nsc(-c2ccccc2)n1,6.6%,-22.9%,-4.0%
O=C(Cn1cc(S(=O)(=O)Cc2ccc([N+](=O)[O-])cc2)c2ccccc21)N1CCOCC1,-5.1%,-0.6%,-7.8%
NC(=O)CC(NC(=O)c1ccc(Br)cc1)c1ccc(N2CCCCCC2)c([N+](=O)[O-])c1 (stereo unspecified),-6.7%,16.4µM*,-25.8%
CSc1ccccc1NC(=S)NCc1ccc(Cl)cc1,1.7%,-2.3%,-7.9%
O=C1CN(C(=O)c2ccc(S(=O)(=O)N3CCCC3)cc2)C(c2ccccc2)c2cc(F)ccc2N1 (stereo unspecified),/,?,14.4%
COc1ccc(NC(=O)NCc2ccco2)c(OC)c1,3.7%,?,12.3%
COc1ccc(-c2cnn3c(N)c(S(=O)(=O)C(C)(C)C)cnc23)cc1,?,-14.9%,-6.7%
COC(=O)C(NC(=O)C(NC(=O)c1ccccc1)C(C)C)C(C)C (stereo unspecified),7.5%,-9.4%,-6.0%
COC(=O)C1=C(C(=O)c2ccccc2)C(c2ccc(OC)c(OC)c2)Nc2nnnn21 (stereo unspecified),-6.8%,8.0%,-5.0%
CN(Cc1ccccc1)C(=O)c1cccc(NC(=O)Cc2ccc(NC(=O)C3CCCN(C(=O)C4CCCC4)C3)cc2)c1 (stereo unspecified),/,?,10.9%
CCN1CCN(C(=O)c2ccc(CN(c3ccccc3)S(=O)(=O)c3ccccc3)cc2)CC1,4.5%,-19.6%,-0.5%
COC(=O)Cn1cnc2c1c(=O)n(C)c(=O)n2C,0.7%,-2.6%,5.5%
Cc1nn(-c2ccccc2)c(Cl)c1C1C(C#N)=C(N)OC2=C1C(=O)CCC2 (stereo unspecified),-27.9%,-5.2%,0.8%
CCOC(=O)c1c(NC(=O)CCC(=O)N2CCOCC2)sc2c1CC(C)(C)OC2,1.3%,-29.4%,7.1%
CCc1ccc(CN(Cc2ccco2)c2cnc(S(C)(=O)=O)nc2C(=O)Nc2cccc(C)c2)cc1,/,13µM*,-0.4%
CC1=C(C(=O)N2CCN(c3cccc(C)c3C)CC2)C2(CCCCC2)OC1=O,/,20.6µM*,8.4%
COc1cc(NC(=O)CSc2nnc3c(C)cc4c(C)ccc(C)c4n23)c(C(=O)O)cc1OC,-7.2%,19.7%,-2.6%
CC(=O)Nc1ccc(-c2csc(NC(=O)Cc3ccccc3F)n2)cc1,-14.4%,?,-6.1%
Cc1c(/C=N/NC(=O)c2cc(Br)ccc2O)c(=O)n(C)c(=O)n1C,-21.9%,-17.2%,6.5%
COc1ccc(C(C)=O)cc1CC(=O)NC1CCCCCC1,-8.4%,-19.4%,-6.9%
CC[n+]1c(/C=C(\C)OC)sc2ccccc21,-5.8%,-5.9%,5.5%
COc1ccccc1NC(=O)NCc1ccco1,-5.8%,-15.8%,4.7%
Cc1ccc(CNC(=O)COC(=O)C2CCN(S(=O)(=O)c3cccs3)CC2)cc1,-16.1%,-4.8%,9.2%
CC1=C(C(=O)Nc2ccc(C)cc2)C(c2ccco2)NC(=O)N1 (stereo unspecified),-1.8%,-6.5%,4.3%
Cc1cc(C)c2oc(C(=O)Nc3ccc(S(=O)(=O)Nc4nccc(C)n4)cc3)cc(=O)c2c1,0.3%,-9.2%&4.1%,?
CC1=C(C(=O)OCc2cc(C)on2)N2C(=O)[C@@H](NC(=O)OCc3cc(C)on3)[C@H]2SC1,/,-22.9%&-21.5%,2.4%&-3.8%
COc1cc(/C=C2\SC(N)=NC2=O)cc(OC)c1,-1.1%,18.4µM*,-1.7%
CS(=O)(=O)N(CC(=O)N1CCN(c2ccccc2F)CC1)C1CCCCC1,6.5%,-27.9%,5.6%
FC(F)(F)c1cccc(Oc2nc(-c3ccccc3)nnc2C(F)(F)F)c1,-8.4%,-20.1%,8.0%
CCCCCO,1.9%,2.6%,15.5%
O=C(Cc1ccccc1[N+](=O)[O-])NCc1ccc2c(c1)OCO2,22.5%,-6.1%,1.0%
COc1ccc(-n2nnc(-c3nsc(NC(=O)c4cccs4)n3)c2C)cc1OC,/,-28.4%,3.7%
CCc1ccc2c(c1)NC(c1ccc(C)cc1)=NC(c1cccs1)=N2,/,?,-22.4%
COCCNC(=O)Cc1c(C)c2c(cc(C)c3c(C(C)(C)C)coc32)oc1=O,-0.3%,9.2µM*,-6.4%
C/C(CC1(O)/C(=N/O)CCc2nonc21)=N\O (stereo unspecified),-9.6%,-13.0%,-6.8%
CC1(C)CC(=O)C=C(Nc2ccc3c(c2)CCC3)C1,?,-4.6%,-1.5%
C/C(=N\Nc1ccc(S(N)(=O)=O)cc1[N+](=O)[O-])c1ccc2c(c1)OCO2,-3.4%,-28.4%,-1.7%
O=C(c1c[nH]c(C(=O)C(Cl)(Cl)Cl)c1)c1c(F)cccc1F,0.0%,?,-21.9%
CC(=O)Nc1cccc2ncccc12,-0.9%,6.6%,5.9%
Cc1ccccc1CNC(=O)CCCn1nc(C)c2sc3ccccc3c2c1=O,/,18.4µM*,12.7%
Cc1ccccc1OCC(=O)N/N=C/c1cccc(Oc2ccc([N+](=O)[O-])cc2[N+](=O)[O-])c1,?,14.6µM*,-1.8%
CC1CC2=C(NC(=S)NC2c2ccc(F)cc2)/C(=C/c2ccc(F)cc2)C1 (stereo unspecified),3.6%,?,-14.1%
CCOC(=O)Nc1ccc(S(=O)(=O)N2CCOCC2)cc1,-12.6%,4.7%,-0.2%
Cc1cc(NC(=O)OC2CCCCC2)ccc1[N+](=O)[O-],?,-6.6%,-24.3%
CCCCC(CC)C(=O)Nc1cc([N+](=O)[O-])ccc1F (stereo unspecified),2.7%,15.3%,-15.8%
NC(=O)c1c(NC(=O)CSc2nc(N)cc(=O)[nH]2)sc2c1CCCC2,-1.8%,?,4.6%
Cc1cccc(N2Cc3ccc(Br)cc3C2)c1,/,-5.9%,-8.3%
C/C=C(\C)C(=O)NCCN1C2=NC[C@@H](C)N2C[C@@H]1Cc1ccc(OC)cc1,-8.9%,-14.9%,-5.4%
CCN(CC)S(=O)(=O)c1cc(NC(=O)C2=COCCO2)ccc1Cl,-3.4%,-19.7%,-6.1%
C[C@@H]1C(=O)N(S(=O)(=O)c2ccccc2[N+](=O)[O-])[C@H]1c1ccc(-c2ccccc2)cc1,-5.8%,/,-0.1%
Cc1ccc(S(=O)(=O)N(C)C)cc1NC(=O)c1cccnc1Oc1ccccc1,-4.0%,-17.7%,-4.1%
Cc1ccc(Cn2c(=O)c3ccccc3n3c(-c4cccc(O)c4)nnc23)cc1,/,?,15.3%
COc1ccc(OC)c(/C=C(\NC(=O)c2ccccc2)C(=O)N/N=C/c2ccc(C)s2)c1,11.9%,?,-1.4%
COc1ccc(NC(=O)c2cccnc2SC)cc1OC,3.7%,-0.6%,14.0%
Cc1ccc(C(C#N)c2ccc(C(=O)c3ccc(F)cc3)cc2)cc1 (stereo unspecified),8.2%,23.1µM*,2.7%
Cn1c(=O)[nH]c(NC2CCCCC2)c([N+](=O)[O-])c1=O,-11.3%,-4.1%,3.3%
CCCOc1ncnc2c1[nH]c1ccc(OC)cc12,-17.5%,6.51µM*,-18.1%
# (more compounds)
SMILES,N370S GC mod,DT40 TDP1 CPT,FEN1 inh
O=C(O)c1ccccc1C1Nc2ccccc2C(=O)N1CCCN1CCOCC1 (stereo unspecified),-0.9%,15.0%,-0.9%
CCCCn1c(SCC(=O)/C(C#N)=C(\C)N)nc2ccccc2c1=O,11.6%,?,-8.5%
COc1ccc(C(=O)Nc2c(Cl)cc(Cl)cc2C(=O)N2CCC(C)CC2)cc1,8.1%,-13.5%,0.1%
CC1CCN(C(=O)CN(Cc2ccccc2)S(C)(=O)=O)CC1,0.3%,6.5%,-5.7%
O=C(O)/C=C/C(=O)N1CCN(Cc2ccc3c(c2)OCO3)CC1,-4.3%,1.9%,8.8%
CCOC(=O)CC1C(=O)NCCN1C(=O)c1ccc(F)cc1F (stereo unspecified),16.8%,-6.3%,-5.0%
COC(=O)c1cc(S(=O)(=O)N(C)C2CCCCC2)c[nH]1,-2.4%,5.8%,-9.9%
Cc1cccc(C(=O)Nc2sc(C)c(-c3ccccc3)c2C#N)c1,4.3%,?,-4.3%
CCCNC(=O)/C=C/C(=O)O,-5.2%,-3.2%,21.0%
COc1cc(CCCN2C(=O)C(=O)NC[C@H]2Cc2cccc3ccccc23)cc(OC)c1OC,/,-14.4%,-6.8%
COc1ccc(/C=C(\C#N)C(=O)OCC(=O)NCc2ccccc2)cc1,15.3%,-0.7%,-15.7%
COC(=O)C1=C(C)NC2=C(C(=O)CCC2)C1c1cccc(C)n1 (stereo unspecified),?,9.7%,-7.3%
Cc1ccn2c(c1)nc(=O)c1cc(S(=O)(=O)N3CCCCC3)ccc12,27.9%,10.3%&-1.5%,7.2%&-10.1%
CCc1cccc(NC(=O)c2oc3ccc4c(c3c2C)C(=O)CC(C)(C)O4)c1,/,?,7.0%
COc1cc(CC(=O)OCn2nnc3ccccc3c2=O)cc(OC)c1OC,1.2%,0.5%,1.1%
CCCC(=O)N1CCN(c2nc3ccc(Cl)cc3s2)CC1,-16.6%,?,-8.4%
O=C(NC1CCCCC1)C1c2ccccc2C(=O)N1Cc1ccco1 (stereo unspecified),10.7%,1.9%,-15.4%
CC(=O)N1CCN(CC(=O)Nc2cccc(S(=O)(=O)N3CCCCCC3)c2)CC1,-4.1%,-22.2%,4.2%
COC(=O)CN1C(=O)COc2ccc(S(=O)(=O)NCc3ccccc3)cc21,1.5%,-0.3%,-3.6%
CCC(=O)c1ccc(OCC(=O)NCC2(N3CCCCC3)CCCCC2)cc1,6.8%,-6.8%,15.5%
COc1ccc2c(Sc3ccccc3)c(C(=O)NCc3ccc(OC(C)C)cc3)[nH]c2c1,/,?,-5.3%
CN(C)c1ccc(CNC(=O)c2cc3cc(S(=O)(=O)N4CCCCC4)ccc3n2C)cc1,/,?,10.1%
CCNC(=O)c1cc(S(=O)(=O)N2CCSCC2)ccc1OC,0.9%,4.3%,-6.3%
COc1ccc(S(=O)(=O)NCC2CCCO2)cc1NC(=O)c1ccc(Cl)cc1 (stereo unspecified),-21.1%,-17.7%,0.1%
O=C(CCCCl)NC(=S)Nc1ccc(CN2CCOCC2)cc1,-0.8%,2.8%,16.0%
Cc1ccc(N(CC(=O)Nc2ccc(C)cn2)S(=O)(=O)c2c(C)nn(C)c2C)cc1,9.9%,-11.8%,-6.5%
O=C(Nc1cccc(C(=O)O)c1)/C(=C\c1ccco1)NC(=O)c1ccccc1,7.6%,-10.9%,0.3%
CC(C)CCNc1ncnc2c1nnn2Cc1ccccc1,-15.3%,-4.8%,-5.5%
Cn1c(N)c(C(=O)COC(=O)C23CC4CC(CC(C4)C2)C3)c(=O)n(C)c1=O,22.2%,-23.7%,-2.2%
Cc1c(NC(=O)CN2C(=O)c3ccccc3S2(=O)=O)c(=O)n(-c2ccccc2)n1C,-15.5%,-21.6%,3.1%
COc1ccc(NC(=O)C2CC(=O)N/C(=N/N=C/c3ccccc3)S2)cc1 (stereo unspecified),-1.3%,-4.0%,16.3%
